SENP6 block: inhibitors of human SENP6 protease; inhibition, % at 10 µM; Q9GZR1; Recombinant SENP6 catalytic domain, aminoluciferin luminescence; 330,000 tested, 1.8% active;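 active = inhibition above about 50% at the single tested dose, limit read from the data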;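 also: plate controls were DMSO wells with enzyme for no effect and DMSO wells lacking enzyme for full effect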
SENP8 block-1: inhibitors of human SENP8 protease | recombinant SENP8, Nedd8 substrate fluorescence | AID 602440 | inhibition, % at 20 µM | Q96LD8 | 360,000 tested, 0.64% active; in the data active = inhibition mostly above about 40%, no sharp cut-off; inactive = mostly below about 27%
SENP7 block: blocks the human protease SENP7; Q9BQF6; recombinant SENP7, Z-RLRGG-aminoluciferin luminescence, 40 min; inhibition, % at 5 µM; 330,000 tested, 1.5% active; AID 434973;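 active = inhibition above about 50% at the single test dose, limit read from the data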;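 also: plate controls were DMSO with enzyme for no effect and no enzyme buffer wells for full effect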
Apaf1 inhib: human Apaf-1 inhibition. O14727. reconstituted apoptosome caspase-3 activity, DEVD-Rh110 fluorescence. inhibition, % at 20 µM. 330,000 tested, 0.71% active. AID 489030; active = inhibition of at least 40% at 20 µM;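 also: plate controls were DMSO wells for no effect and DEVD-CHO caspase inhibitor wells for full effect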
Target sequence (O14727 whole entry, looked up): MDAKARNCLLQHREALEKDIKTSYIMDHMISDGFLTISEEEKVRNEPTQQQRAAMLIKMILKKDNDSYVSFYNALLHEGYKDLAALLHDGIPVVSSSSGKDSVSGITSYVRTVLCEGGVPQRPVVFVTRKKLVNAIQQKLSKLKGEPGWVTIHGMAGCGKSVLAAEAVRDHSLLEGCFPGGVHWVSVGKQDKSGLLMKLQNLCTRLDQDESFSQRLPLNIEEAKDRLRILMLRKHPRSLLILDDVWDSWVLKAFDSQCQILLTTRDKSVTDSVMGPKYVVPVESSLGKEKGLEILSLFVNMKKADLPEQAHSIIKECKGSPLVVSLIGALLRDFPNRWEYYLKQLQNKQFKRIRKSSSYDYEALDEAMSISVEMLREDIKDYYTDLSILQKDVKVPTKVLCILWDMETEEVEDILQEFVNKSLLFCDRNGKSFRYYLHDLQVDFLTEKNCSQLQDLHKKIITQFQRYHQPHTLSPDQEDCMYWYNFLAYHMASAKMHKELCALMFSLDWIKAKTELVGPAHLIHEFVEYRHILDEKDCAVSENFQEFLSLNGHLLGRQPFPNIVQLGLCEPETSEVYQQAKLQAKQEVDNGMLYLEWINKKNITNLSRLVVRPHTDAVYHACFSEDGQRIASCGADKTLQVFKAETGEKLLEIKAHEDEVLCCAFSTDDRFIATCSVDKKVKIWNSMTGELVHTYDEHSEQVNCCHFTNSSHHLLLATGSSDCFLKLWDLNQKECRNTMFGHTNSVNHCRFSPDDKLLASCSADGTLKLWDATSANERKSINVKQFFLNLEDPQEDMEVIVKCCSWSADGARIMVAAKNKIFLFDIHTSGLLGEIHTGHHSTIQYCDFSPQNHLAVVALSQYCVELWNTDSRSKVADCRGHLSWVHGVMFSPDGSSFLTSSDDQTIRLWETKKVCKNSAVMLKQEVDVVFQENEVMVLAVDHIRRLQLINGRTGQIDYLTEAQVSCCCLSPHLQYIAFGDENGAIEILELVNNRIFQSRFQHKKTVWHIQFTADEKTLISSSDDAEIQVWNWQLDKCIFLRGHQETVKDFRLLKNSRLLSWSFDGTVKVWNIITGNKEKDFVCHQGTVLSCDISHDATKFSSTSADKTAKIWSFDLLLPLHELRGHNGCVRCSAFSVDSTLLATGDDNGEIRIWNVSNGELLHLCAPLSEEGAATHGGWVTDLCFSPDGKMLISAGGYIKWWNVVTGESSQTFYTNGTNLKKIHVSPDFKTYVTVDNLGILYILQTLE
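System: reconstituted apoptosome with Apaf-1, cytochrome c, caspase-9, procaspase-3, dATP; Signal: Rh110 fluorescence intensity; Schedule: 30 min compound preincubation, 50 min activation, room temperature; Reagent: cytochrome c trigger plus (Z-DEVD)2-Rh110 caspase-3 substrate.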
UBC13 polyUb: human UBC13 polyubiquitination inhibition. UBC13 polyubiquitin chain formation, TR-FRET. 330,000 tested, 0.47% active. P61088. AID 485273. inhibition, % at 20 µM; in the data active = inhibition above about 45%, passing the limit was not always enough
APOBEC3G inh: inhibitors of human APOBEC3G DNA deaminase; Q9HC16; recombinant A3G, ssDNA deamination FAM/TAMRA fluorescence; inhibition, % at 20 µM; 330,000 tested, 0.28% active;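 active = inhibition of at least 40% at 20 µM, with no more than 30% in the related APOBEC3A deaminase screen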;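 also: plate controls were DMSO wells with A3G for no effect and wells lacking A3G enzyme for full effect; some compounds called inactive have numbers as strong as hits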
SENP1 inh: blocks the human SENP1 SUMO protease catalytic domain; 360,000 tested, 0.21% active; recombinant SENP1 catalytic domain, CyPet-SUMO1-YPet FRET cleavage; inhibition, % at 10 µM; Q9P0U3; AID 624204;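 active = inhibition at least 30% at 10 µM, raw YFP signal under a set limit, fluorescence ratio 0.5 to 1.5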;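 also: 0% = enzyme with DMSO and 100% = no enzyme wells; some results filed as inactive read as strong as hits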
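Test system: recombinant human SENP1 catalytic domain, His6-tagged / Medium: pH 8 Tris buffer with EDTA, NaCl, BME, BSA, NP40, catalase / Also added: SUMO1 FRET substrate flanked by Cypet and Ypet, 25 nM / Times: 50 min reaction at room temperature / Signal: FRET, CFP and YFP emission / Control set: no-enzyme low control and enzyme-plus-DMSO high control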
SENP8 block-2: SENP8 protease inhibition | Q96LD8 | purified SENP8, Z-RLRGG-aminoluciferin cleavage, luminescence | inhibition, % at 10 µM | 330,000 tested, 1.2% active | AID 2540; in the data active = inhibition above about 50%
* hit, by the source's call.

Every second line gives: SENP6 block, SENP8 block-1, SENP7 block, Apaf1 inhib, UBC13 polyUb, APOBEC3G inh, SENP1 inh, SENP8 block-2
1) N#Cc1ccccc1Sc1ccccc1C(=O)Nc1ccccc1
→ -6, 22, 0, 3, 7, -3, 1, -8
2) Cn1cc(-c2nnc(-c3ccccc3)o2)c2ccccc21
→ -36, -339, 68*, 20, 22, -3, -2, 47
3) CCc1sc(C(=O)NCCc2ccc(S(N)(=O)=O)cc2)cc1C
→ 3, 7, 2, 0, 3, -11, 1, 7
4) CN1CCN(C2CCN(S(=O)(=O)c3ccc(C(C)(C)C)cc3)CC2)CC1
→ -7, 7, -2, -3, -4, -5, 0, -2
5) CCN(CC)C(=O)c1ccc(C(=O)c2c(C)cc(C)cc2C)cc1
→ 10, 12, 3, 8, 1, -4, 2, -1
6) COc1ccc2sc(-c3ccccc3OC)c(C#CC(C)(C)O)c2c1
→ -14, -124, 1, 5, 12, -9, 0, -5
7) CC(=O)/C(C#N)=C1\NC(=O)C(Cc2ccccc2Cl)S1 (stereo unspecified)
→ -3, -6, -9, 0, -4, -1, -18, -7
8) CC(C)C(=O)N1CCN(c2nc(-c3ccccc3)c3c(c2C#N)CC(C)(C)OC3)CC1
→ 1, -426, 1, 13, -1, -1, -6, 2
9) O=C(Nc1cccc(C(F)(F)F)c1)OCCN1CCN(Cc2ccccc2)CCC1=O
→ 0, 3, -5, 12, 17, 5, 3, -4
10) N#CC1=C(SCC(=O)Nc2ccc(C(=O)O)cc2)NC(=O)CC1c1ccco1 (stereo unspecified)
→ -27, -5, 2, -9, -13, -2, -7, -12
11) Cc1cccc(Nc2nc(-c3ccc(F)c(C)c3)cs2)n1
→ 53*, 11, 55*, 15, -5, -3, 2, 44
12) COc1ccccc1C(=O)C1CCCN(C(=O)CCc2ccccn2)C1 (stereo unspecified)
→ 9, 1, -3, -19, 10, -6, 2, 2
13) CCC(C)c1ccccc1N1CC(C(=O)N2CCN(S(=O)(=O)c3cccc([N+](=O)[O-])c3)CC2)CC1=O (stereo unspecified)
→ -12, 12, 11, 10, -7, -5, 2, -6
14) COc1cccc(-c2cc(N)nn2C(=O)Nc2ccc(Cl)cc2)c1
→ -19, 12, 3, 14, 12, 5, -1, -5
15) O=C(O)c1cccnc1SC1CC(=O)N(c2ccc(OC(F)F)cc2)C1=O (stereo unspecified)
→ 0, 8, -5, -14, 16, -8, 1, -5

Entries of single compounds from above.
Cc1cccc(Nc2nc(-c3ccc(F)c(C)c3)cs2)n1 is entered as SENP6 block = 53*; SENP8 block-1 = 11; SENP7 block = 55*; Apaf1 inhib = 15; UBC13 polyUb = -5; APOBEC3G inh = -3; SENP1 inh = 2; SENP8 block-2 = 44
O=C(Nc1cccc(C(F)(F)F)c1)OCCN1CCN(Cc2ccccc2)CCC1=O is entered as SENP6 block = 0; SENP8 block-1 = 3; SENP7 block = -5; Apaf1 inhib = 12; UBC13 polyUb = 17; APOBEC3G inh = 5; SENP1 inh = 3; SENP8 block-2 = -4
O=C(O)c1cccnc1SC1CC(=O)N(c2ccc(OC(F)F)cc2)C1=O (stereo unspecified) is entered as SENP6 block = 0; SENP8 block-1 = 8; SENP7 block = -5; Apaf1 inhib = -14; UBC13 polyUb = 16; APOBEC3G inh = -8; SENP1 inh = 1; SENP8 block-2 = -5

New compounds follow:
Every second line gives: SENP6 block, SENP8 block-1, SENP7 block, Apaf1 inhib, UBC13 polyUb, APOBEC3G inh, SENP1 inh, SENP8 block-2
16) COc1cccc(NC(=O)N2CCC(NC(=O)C(Cc3ccccc3OC)NC(C)=O)CC2)c1 (stereo unspecified)
→ -12, 13, 0, 0, 6, -6, -1, 3
17) CCOc1ccc(NC(=O)CCn2ccnc2)cc1
→ 6, 12, -9, 3, -3, -7, 1, -3
18) COc1ccc(NC(=O)CSCC(=O)N2CCCc3ccccc32)cc1
→ -3, 1, 5, 4, -4, -6, 1, 5
19) Oc1ccc(-c2[nH]ncc2-c2nc3ccccc3s2)c(O)c1
→ -10, -360, 10, 6, 20, 3, -5, 2
20) COc1ccc(CCNC(=O)CCCc2nnc3n(C)c(=O)c4sccc4n23)cc1OC
→ -7, 10, 1, 8, 5, 4, 2, -5
21) O=[N+]([O-])c1ccc(-c2nc(=S)c3c(o2)CCCC3)cc1
→ 0, 8, 0, -1, -12, 0, 3, -8
22) CCOc1ccc(S(=O)(=O)N(C)c2ccc(OCC(=O)N3CCOCC3)cc2)cc1
→ -6, 4, 3, 12, -5, -3, 0, 6
23) COc1ccc(NC(=O)NNC(=O)c2ccc3ccccc3c2)cc1OC
→ -14, 10, -2, 8, -6, -7, -1, -13
24) O=C(COC(=O)C1CCN(c2ccc(C(F)(F)F)cn2)CC1)c1ccc(Cl)cc1
→ -6, -8, 1, 19, 0, -7, -1, 7
25) O=c1cc(-c2ccccc2Cl)oc2ccc([N+](=O)[O-])c(O)c12
→ -5, 20, 5, 15, -14, -4, 0, 0
26) CS(=O)(=O)c1ccc(Cl)c(NC(=O)COC(=O)/C=C/c2cnc3ccccc3n2)c1
→ 3, -9, 3, -18, -8, 6, -3, -3
27) CCC(=O)Nc1cccc(NC(=S)NC(=O)c2cccs2)c1
→ -18, 22, -4, 3, -3, -5, 1, -18
28) CCOC(=O)NC(NC(=S)Nc1ccccc1OC)C(Cl)(Cl)Cl (stereo unspecified)
→ -17, 5, -9, 8, -9, -4, 1, -12
29) NC(=O)c1ccc(-c2c(-c3ccccc3)sc3ccccc23)cc1
→ -14, -12, 8, 8, 5, -8, -1, 1
30) CCOc1ccc2ccccc2c1C(=O)N1CCN(c2ccccc2)CC1
→ 5, 7, 0, 7, -2, -2, 3, 2

Additional results
Every second line gives: SENP6 block, SENP8 block-1, SENP7 block, Apaf1 inhib, UBC13 polyUb, APOBEC3G inh, SENP1 inh, SENP8 block-2
31) CN(/N=C/c1ccc2c(c1)OCO2)c1nc(N2CCOCC2)nc(N2CCOCC2)n1
→ 4, 7, 10, -16, -17, -9, -5, -1
32) Cc1ccc(C)c(C(=O)OCC(=O)Nc2cccc(S(=O)(=O)N3CCCCC3)c2)c1
→ -14, -4, -9, 17, -8, -6, 2, -8
33) Cc1cc(C)cc(OCC(=O)OCC(=O)Nc2c(C)n(C)n(-c3ccccc3)c2=O)c1
→ 5, 4, -2, -1, -13, -1, 1, -11
34) Cc1ccc(CN2CCCNC2=O)cc1
→ -17, 22, 2, -1, 3, 3, -1, -6
35) CC(NC(=O)c1ccncc1)c1ccc(Cl)cc1Cl (stereo unspecified)
→ -8, 8, 3, 2, 4, -9, 0, 3
36) O=C(NCC1(c2ccccc2)CCCC1)c1ccc(Br)cc1
→ -7, 1, -2, 11, 7, -3, 1, 1
37) O=S(=O)(/C=C/c1ccccc1)N1CCN(c2nc(-c3cccnc3)nc3ccccc23)CC1
→ -16, -120, 6, 11, -13, 0, -14, 1
38) CN(C)CCNC(=O)C(=O)NCC1OCCN1S(=O)(=O)c1cc(F)ccc1F (stereo unspecified)
→ -5, 10, -12, 47*, 24, -3, -4, -2
39) COc1cccc(NC(=O)Nc2ccncc2)c1
→ -20, 12, 7, -11, 5, -9, 1, 11
40) COc1ccc(CN2CC[C@H]3C=CCc4cccc(c43)C2)cc1
→ 8, -16, 2, 18, 15, 2, -24, 4
41) COc1ccccc1N1CCN(/N=C/C=C\c2ccco2)CC1
→ 4, 22, -2, -9, -5, -4, 2, 2
42) O=C(NCCC1=CCCCC1)C1CCN(c2nnc(-n3cccc3)s2)CC1
→ 6, 5, -6, 5, -8, -4, 0, 8
43) COc1ccc(NC(=O)CCN2CCN(c3ccccc3F)CC2)c(OC)c1
→ 3, 28, 0, -5, 10, 0, 0, -2
44) O=C(O)c1ccc(Sc2nnnn2-c2ccccc2)c([N+](=O)[O-])c1
→ -19, 13, -3, 10, -5, -7, 2, -6
45) COc1ccc(CNC(=S)N/N=C(/C)c2ccccc2)cc1
→ -14, 10, -17, 23, -3, -4, 1, -3

(further entries)
Every second line gives: SENP6 block, SENP8 block-1, SENP7 block, Apaf1 inhib, UBC13 polyUb, APOBEC3G inh, SENP1 inh, SENP8 block-2
46) c1ccc(-c2ccc(-c3nc(-c4ccncc4)no3)cc2)cc1
→ 91*, -9, 23, -16, 3, -3, -1, 83*
47) CC(C)C[C@@H](C(=O)O)N(Cc1cccc(CN([C@@H](CC(C)C)C(=O)O)S(C)(=O)=O)c1)S(C)(=O)=O
→ 5, -1, 1, 6, -7, 10, 2, -3
48) Cc1c(NC(=O)c2ccc(F)cc2)c(=O)n(-c2ccccc2)n1C
→ 6, 10, -3, 6, 0, -5, 1, 2
49) O=C(OCC(=O)N1CCCC1)c1cnc(Cl)c(Cl)c1
→ -13, 7, 4, -3, 15, -4, 2, -5
50) Cc1ccc2cccc(OC(=O)c3ccc4c(c3)OCCO4)c2n1
→ -9, 9, 5, 2, 11, -3, 1, -7
51) Nc1nc(Cl)cc(NCCc2ccc(O)cc2)n1
→ -11, 13, -1, -2, 4, -4, -4, -12
52) CCC(CC)C(=O)Nc1cccc(C(=O)N2CCCCCC2)c1
→ -10, 14, -4, -13, -1, -3, 2, -3
53) COc1ccc(CN2CCN(CC=C(C)C)C(CCO)C2)cc1Cn1cccn1 (stereo unspecified)
→ -14, 2, 13, -12, 3, 2, 0, -3
54) Cc1noc(C)c1S(=O)(=O)Nc1ccc2c(c1)C(=O)N([C@H](C)CO)C[C@H](C)[C@@H](CN(C)Cc1ccc(C(=O)O)cc1)O2
→ -11, 6, -10, 6, -6, -1, 0, -13
55) CN(c1ccccc1)c1nccc(=O)[nH]1
→ -8, 19, 3, -22, -2, -1, 2, 1
56) COc1cc(S(=O)(=O)Nc2ccccc2C)ccc1NC(=O)c1ccncc1
→ 0, 19, 6, 2, 10, -1, 0, 5
57) CCCn1c(N)c(N(CCOC)C(=O)CCC2CCCCC2)c(=O)[nH]c1=O
→ -7, 21, -3, 1, -3, -5, -2, -11
58) CCOc1ccc(/C=C/C2=CC(C)(C)NC(=S)N2)cc1
→ -9, 0, -4, -6, 7, -7, -1, 0
59) CCCCCOc1ccc(/C=C/C(=O)NCCc2nc3ccccc3[nH]2)cc1OC
→ -10, -165, -4, 6, 9, -3, 1, -4
60) Cc1ccccc1NC(=S)NC(=O)/C=C/c1ccco1
→ -8, 10, -1, -6, -6, -2, -5, 5
61) COc1ccccc1NC(=O)CN1CCCCC1
→ -11, 10, -10, 13, -3, 17, 4, -6

Retrieved by structure from the list above:
Every second line gives: SENP6 block, SENP8 block-1, SENP7 block, Apaf1 inhib, UBC13 polyUb, APOBEC3G inh, SENP1 inh, SENP8 block-2
58) CCOc1ccc(/C=C/C2=CC(C)(C)NC(=S)N2)cc1
→ -9, 0, -4, -6, 7, -7, -1, 0
56) COc1cc(S(=O)(=O)Nc2ccccc2C)ccc1NC(=O)c1ccncc1
→ 0, 19, 6, 2, 10, -1, 0, 5
48) Cc1c(NC(=O)c2ccc(F)cc2)c(=O)n(-c2ccccc2)n1C
→ 6, 10, -3, 6, 0, -5, 1, 2
54) Cc1noc(C)c1S(=O)(=O)Nc1ccc2c(c1)C(=O)N([C@H](C)CO)C[C@H](C)[C@@H](CN(C)Cc1ccc(C(=O)O)cc1)O2
→ -11, 6, -10, 6, -6, -1, 0, -13
61) COc1ccccc1NC(=O)CN1CCCCC1
→ -11, 10, -10, 13, -3, 17, 4, -6
51) Nc1nc(Cl)cc(NCCc2ccc(O)cc2)n1
→ -11, 13, -1, -2, 4, -4, -4, -12
